High-throughput results as filed in PubChem BioAssay.
Pf Dd2 inh – P. falciparum Dd2 growth inhibitors, primary screen, SYBR Green fluorescence, single dose replicates; 72 h; stronger effect = lower value; activity change, % at 10 µM; actives 2.3% (n = 94,000); in the data active = activity change below about -80%; inconclusive = no clear call, values can overlap the other calls
KDM4C inh – inhibitors of GASC-1 (KDM4C) histone demethylase, primary screen, biochemical, single concentration HTS. Lysine-specific demethylase 4C (Homo sapiens), Q9H3R0. GST-KDM4C 2-372, H3K9me3 peptide, LANCE TR-FRET. inhibition, % at 12.5 µM. actives 0.15% (n = 96,000). AID 720574, 2013;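 active = mean replicate inhibition above about 25%, with at least 55% of replicates also reaching it, limit read from the data, passing the limit was not always enough; inconclusive = only one of those two conditions met; inactive = neither condition met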
Target sequence (Q9H3R0 2-372 limits assumed): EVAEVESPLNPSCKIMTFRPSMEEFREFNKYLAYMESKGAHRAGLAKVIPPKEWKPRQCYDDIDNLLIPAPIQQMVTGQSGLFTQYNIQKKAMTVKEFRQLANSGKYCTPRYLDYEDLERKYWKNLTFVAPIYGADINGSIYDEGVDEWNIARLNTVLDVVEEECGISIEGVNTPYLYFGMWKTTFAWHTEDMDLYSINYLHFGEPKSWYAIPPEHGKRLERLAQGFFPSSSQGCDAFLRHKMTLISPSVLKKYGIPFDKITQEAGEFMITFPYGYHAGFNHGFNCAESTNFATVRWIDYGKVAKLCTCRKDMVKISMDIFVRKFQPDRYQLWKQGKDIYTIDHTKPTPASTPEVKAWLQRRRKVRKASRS
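Test system – GST-tagged GASC-1 (JMJD2C) catalytic fragment, aa 2-372 · Medium – HEPES buffer, pH 7.5, plus ascorbate · Reagent – H3K9me3 peptide with Fe(II)/2OG · Compound – one test concentration per compound · Timing – 30 min reaction, 60 min detection, RT · Technique – TR-FRET with Eu antibody and ULight streptavidin, EDTA stop · Read-out basis – inhibition from TR-FRET ratio decrease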
T cruzi growth – T. cruzi intracellular proliferation inhibitors, primary screen, cell-based, beta-gal Tulahuen parasites, NIH3T3 host, luminescence. T. cruzi beta-gal in NIH3T3, GalScreen luminescence, 90 h. inhibition, % at 8.34 µM. actives 5.9% (n = 77,000);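 active = mean inhibition above about 93%, with at least 55% of replicates each passing it, limit read from the data, passing the limit was not always enough; inconclusive = only one of those two conditions holds; inactive = neither condition holds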
C diff growth – C. difficile growth inhibitors, primary screen, HTS; actives 0.25% (n = 86,000); growth activity, negative = inhibition, % at 16 µg/mL (by protocol); Clostridium difficile clinical isolate growth, OD600, 24 h; stronger effect = lower value;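 active = mean growth activity at or below -80% and every replicate also at or below -80%; inconclusive = mean at or below -80% but some replicate above -80%; inactive = mean growth activity above -80%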;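 note: 0% = DMSO wells and -100% = levofloxacin 16 µg/mL wells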
Numbers without * were called inactive; ? = inconclusive; / = not tested or not shown; & = joins results of further samples.

SMILES	Pf Dd2 inh	KDM4C inh	T cruzi growth	C diff growth
COCCNC(=O)C[C@@H]1CC[C@H]2[C@H](COc3ccc(NC(=O)c4cc(C)on4)cc3C(=O)N2C)O1	18	-1.7	-25	2
Cc1noc(C)c1NC(=O)Nc1ccc2c(c1)C(=O)N([C@@H](C)CO)C[C@@H](C)[C@@H](CN(C)Cc1ccc(Cl)c(Cl)c1)O2	5	0.1	16	14
COc1ccc(NC(=O)N(C)C[C@H]2Oc3ccc(NC(=O)C4CCCCC4)cc3C(=O)N([C@H](C)CO)C[C@@H]2C)cc1	25	-1.5	28	1
C[C@@H]1CN([C@@H](C)CO)C(=O)c2cc(NC(=O)Nc3ccc(F)cc3)ccc2O[C@@H](C)CCCCO[C@@H]1CN(C)C(=O)Cc1ccccc1	-73	-1.3	-103	-8
C[C@@H]1CN([C@@H](C)CO)C(=O)c2cc(NC(=O)Cc3ccccc3)ccc2O[C@@H]1CN(C)CC1CC1	-7	0.8	-29	9
C[C@@H]1CN([C@H](C)CO)C(=O)Cc2cc(NC(=O)CCN3CCOCC3)ccc2O[C@H]1CN(C)S(=O)(=O)c1cccs1	-4	-0.5	3	-1
C[C@@H]1CN([C@H](C)CO)C(=O)Cc2cc(NC(=O)CCN3CCOCC3)ccc2O[C@@H]1CN(C)S(=O)(=O)c1cccs1	-20	0.4	29	-1
C[C@H]1CN([C@@H](C)CO)S(=O)(=O)c2ccc(C#CC3CCCCC3)cc2O[C@@H]1CN(C)C(=O)Cc1ccncc1	-68	1.2	83	/
Cc1noc(C)c1NC(=O)N(C)C[C@H]1OCCCC[C@@H](C)Oc2ccc(NS(=O)(=O)c3cn(C)cn3)cc2C(=O)N([C@@H](C)CO)C[C@@H]1C	67	0.8	-43	-1
CCC(=O)N1CCC2(CC1)CN(S(=O)(=O)c1ccccc1)[C@@H](CO)c1[nH]c3cc(OC)ccc3c12	-92*	1.2	/	-17
C[C@@H]1CCCCO[C@H](CN(C)C(=O)Nc2ccc(C(F)(F)F)cc2)[C@H](C)CN([C@H](C)CO)C(=O)c2cc(NS(=O)(=O)c3ccccc3)ccc2O1	-86*	0.3	98	9
Cc1ccc(-c2cnc3c(c2)C(=O)N([C@@H](C)CO)C[C@H](C)[C@H](CN(C)C(=O)c2ccc(F)cc2)O3)cc1	-72	-1.7	89	/
COCC(=O)Nc1ccc2c(c1)[C@H]1C[C@H](CC(=O)N3CCOCC3)O[C@@H](CO)[C@H]1O2	17	7.6	20	-3
COc1ccc(S(=O)(=O)N(C)C[C@@H]2OCCCC[C@@H](C)Oc3ccc(NS(=O)(=O)c4cccs4)cc3C(=O)N([C@@H](C)CO)C[C@@H]2C)cc1	-61	16	23	-1
O=C([C@H]1[C@H](CO)[C@H]2Cn3c(ccc(C4=CCCCC4)c3=O)[C@H]2N1Cc1nccs1)N1CCOCC1	7	0.5	79	0
COc1cccc(NC(=O)N2CC[C@@H]3[C@@H](CO)N(C)c4ccc(-c5ccccc5)cc4[C@@H]32)c1	-28	6.6	78	8
CC(C)NC(=O)N(C)C[C@@H]1OCCCC[C@H](C)Oc2ccc(NC(=O)Nc3ccc(C(F)(F)F)cc3)cc2C(=O)N([C@@H](C)CO)C[C@@H]1C	-47	-1.1	?	-9
CCCN1C[C@H](C)[C@@H](OC)CN(C)C(=O)c2ccc(NS(=O)(=O)c3ccccc3)cc2OC[C@H]1C	2	0.0	-9	/
CN1c2ccc(-c3ccccc3)cc2[C@@H]2[C@@H](CCN2C(=O)Nc2ccccc2F)[C@@H]1CO	0	-1.1	94	48
C[C@@H]1CN([C@H](C)CO)C(=O)Cc2cc(N(C)C)ccc2O[C@H]1CN(C)C(=O)Nc1ccc(F)cc1	8	0.4	/	-7
CCCNC(=O)Nc1ccc2c(c1)OC[C@H](C)N(Cc1ccccc1)C[C@@H](C)[C@H](OC)CN(C)C2=O	-64	1.4	67	-5
O=C(c1cccnc1)N1CC[C@@H]2[C@@H](CO)Nc3ccc(C#Cc4cccnc4)cc3[C@@H]21	18	-1.4	/	-9
O=S(=O)(c1cccc(F)c1)N1[C@@H]2CNC[C@H]1C2c1ccc(-c2ccc(F)cc2)cc1 (some centres not stated)	-12&-27	-0.7&-0.7	/	5&-7
O=C(C[C@H]1C[C@H]2c3cc(NC(=O)C4CCOCC4)ccc3O[C@H]2[C@@H](CO)O1)NCCN1CCCCC1	24	1.1	41	-9
C[C@@H]1CN([C@@H](C)CO)C(=O)Cc2cc(NC(=O)CCC(F)(F)F)ccc2O[C@@H]1CN(C)S(=O)(=O)c1cccs1	3	0.4	19	-1
CCN1[C@@H]2Cn3c(ccc(-c4ccc(OC)cc4)c3=O)[C@H]1[C@@H](C(=O)NCC1CC1)[C@@H]2CO	3	0.7	-45	0
C[C@H](NC(=O)C[C@H]1C[C@@H]2c3cc(NS(=O)(=O)c4ccc(F)cc4)ccc3O[C@@H]2[C@H](CO)O1)c1ccccc1	-22	0.3	23	-8
C[C@@H]1CCCCO[C@H](CN(C)S(C)(=O)=O)[C@@H](C)CN([C@H](C)CO)C(=O)c2cc(NC(=O)Nc3ccc(C(F)(F)F)cc3)ccc2O1	-2	11	46	7
CCC(=O)N1[C@@H]2c3ccc(-c4ccncc4)c(=O)n3C[C@@H]2[C@@H](CO)[C@@H]1C(=O)Nc1ccccc1	-9	-0.4	8	1
C[C@@H]1CN([C@@H](C)CO)C(=O)c2cc(NC(=O)c3ccncc3)ccc2O[C@@H](C)CCCCO[C@H]1CN(C)S(=O)(=O)c1ccccc1	-40	-0.1	/	1
C[C@@H]1CN([C@H](C)CO)S(=O)(=O)c2ccc(-c3ccccc3)cc2O[C@H]1CN(C)Cc1cncnc1	-8	0.5	46	0
CO[C@@H]1CN(C)C(=O)c2cc(NC(=O)C3CCC3)ccc2OC[C@H](C)N(Cc2ccncc2)C[C@@H]1C	-17	2.2	49	0
Cc1noc(C)c1NC(=O)Nc1ccc2c(c1)C(=O)N([C@@H](C)CO)C[C@@H](C)[C@H](CN(C)S(=O)(=O)c1c(C)noc1C)OCCCC[C@H](C)O2	-41	1.3	-5	-1
CCC(=O)N1CCC2(CC1)CN(C(=O)Nc1ccccc1F)[C@@H](CO)c1c2c2ccc(OC)cc2n1C	-14	-0.3	/	-12
C[C@H]1CN([C@@H](C)CO)S(=O)(=O)c2ccc(C3=CCCC3)cc2O[C@H]1CN(C)C(=O)c1ccc(F)cc1	-2	-0.2	/	7
C[C@@H]1CN([C@H](C)CO)C(=O)c2cccc(NC(=O)c3ccc(-c4nccs4)cc3)c2O[C@H]1CN(C)Cc1ccc(Cl)c(Cl)c1	-74	-2.5	51	5
C[C@H](CO)N1C[C@H](C)[C@H](CN(C)C(=O)Nc2ccc(C(C)(C)C)cc2)OCc2cnnn2CCCC1=O	6	-0.1	-31	7
CCC(=O)N1CC2(C1)CN(Cc1ccccc1Cl)[C@H](CO)c1c2c2ccc(OC)cc2n1C	8	-0.1	/	12
CCC(=O)N(C)C[C@@H]1Oc2cc(C#CC3(O)CCCC3)ccc2S(=O)(=O)N([C@@H](C)CO)C[C@H]1C	-9	2.2	66	1
Cc1ccc(S(=O)(=O)Nc2ccc3c(c2)C(=O)N([C@H](C)CO)C[C@@H](C)[C@@H](CN(C)C(=O)Nc2ccccc2)O3)cc1	0	0.8	5	-5
CCCNC(=O)N1C[C@@H](O)COC[C@@H]2O[C@H](CC(=O)N3CCN(C)CC3)CC[C@H]21	25	0.6	5	-1&-4
CN(C)c1ccc2c(c1)[C@@H]1C[C@@H](CC(=O)NCCc3ccccc3)O[C@H](CO)[C@@H]1O2	-17	9.9	0	1
CCCNC(=O)N(C)C[C@H]1Oc2cc(C#CC3CC3)ccc2S(=O)(=O)N([C@@H](C)CO)C[C@H]1C	2	-1.8	34	-6
C[C@H]1CN([C@@H](C)CO)S(=O)(=O)c2ccc(-c3ccc(F)cc3)cc2O[C@@H]1CN(C)Cc1cccc(F)c1	-24	-1.6	71	45
C[C@@H]1CCCCO[C@@H](CN(C)S(C)(=O)=O)[C@@H](C)CN([C@H](C)CO)C(=O)c2cc(NS(C)(=O)=O)ccc2O1	52	-0.3	20	0
COc1ccc(NC(=O)N(C)C[C@@H]2Oc3ccc(NC(=O)CCC(F)(F)F)cc3C(=O)N([C@@H](C)CO)C[C@@H]2C)cc1	13	0.1	45	-1
CCCN1C[C@@H](C)[C@@H](OC)CN(C)C(=O)c2cc(NC(=O)c3ccc(F)cc3)ccc2OC[C@H]1C	13	-0.7	1	/
CCCNC(=O)N1C[C@H](C)[C@@H](OC)CN(C)C(=O)c2ccc(NS(C)(=O)=O)cc2OC[C@@H]1C	15	0.3	1	/

Grouped by structure: the entries above with a Cl atom.
SMILES	Pf Dd2 inh	KDM4C inh	T cruzi growth	C diff growth
Cc1noc(C)c1NC(=O)Nc1ccc2c(c1)C(=O)N([C@@H](C)CO)C[C@@H](C)[C@@H](CN(C)Cc1ccc(Cl)c(Cl)c1)O2	5	0.1	16	14
C[C@@H]1CN([C@H](C)CO)C(=O)c2cccc(NC(=O)c3ccc(-c4nccs4)cc3)c2O[C@H]1CN(C)Cc1ccc(Cl)c(Cl)c1	-74	-2.5	51	5
CCC(=O)N1CC2(C1)CN(Cc1ccccc1Cl)[C@H](CO)c1c2c2ccc(OC)cc2n1C	8	-0.1	/	12

(further entries)
SMILES	Pf Dd2 inh	KDM4C inh	T cruzi growth	C diff growth
COc1ccc(NC(=O)Nc2cccc3c2O[C@H](CN(C)S(=O)(=O)c2ccc(F)cc2)[C@H](C)CN([C@@H](C)CO)C3=O)cc1	-20	0.5	-3	-7
CO[C@H]1CN(C)C(=O)c2cc(NC(C)=O)ccc2OC[C@@H](C)N(Cc2nccs2)C[C@@H]1C	14	-0.9	-92	-2
CN(C)CC(=O)Nc1ccc2c(c1)[C@H]1C[C@@H](CC(=O)NCC3CC3)O[C@@H](CO)[C@H]1O2	20	-2.8	-5	0
C[C@@H]1CN([C@@H](C)CO)C(=O)Cc2cc(NC(=O)CCC(F)(F)F)ccc2O[C@@H]1CN(C)C(=O)Nc1ccc(C(F)(F)F)cc1	8	-1.0	23	-11
COCC#Cc1ccc2c(c1)O[C@@H](CN(C)Cc1cccnc1)[C@@H](C)CN([C@@H](C)CO)S2(=O)=O	-3	44*	16	-3
CCC(=O)N[C@@H]1C=C[C@@H](CC(=O)NCCN2CCCCC2)O[C@H]1CO	-4	-0.1	-17	4
COc1cccc(-c2ccc3c(c2)[C@H]2[C@H](CCN2Cc2ccccc2OC)[C@H](CO)N3)c1	-76	-0.7	5	-91*
COCC(=O)Nc1ccc2c(c1)OC[C@H](C)N(C(=O)c1ccccc1F)C[C@H](C)[C@H](OC)CN(C)C2=O	-23	2.7	16	-2
CC(=O)N1CC[C@@H]2[C@H]1c1cc(-c3ccccc3)ccc1N(C)[C@H]2CO	16	2.9	54	-1
C[C@H]1CN([C@@H](C)CO)C(=O)CCCn2cc(nn2)CO[C@H]1CN(C)C(=O)Nc1ccnc(N2CCOCC2)c1	7	-0.7	-6	/
Cc1nn(C)cc1NC(=O)C[C@@H]1CC[C@H]2[C@H](COc3ccc(NC(=O)Nc4cccc(Cl)c4)cc3C(=O)N2C)O1	21	-2.5	48	-1
CO[C@H]1CN(C)C(=O)c2ccc(NS(=O)(=O)c3ccc(C)cc3)cc2OC[C@H](C)N(Cc2nccs2)C[C@H]1C	-30	-0.8	6	/

Two neighbouring entries from above, for reference:
SMILES	Pf Dd2 inh	KDM4C inh	T cruzi growth	C diff growth
COCCNC(=O)C[C@@H]1CC[C@H]2[C@H](COc3ccc(NC(=O)c4cc(C)on4)cc3C(=O)N2C)O1	18	-1.7	-25	2
Cc1noc(C)c1NC(=O)Nc1ccc2c(c1)C(=O)N([C@@H](C)CO)C[C@@H](C)[C@@H](CN(C)Cc1ccc(Cl)c(Cl)c1)O2	5	0.1	16	14

(further entries)
SMILES	Pf Dd2 inh	KDM4C inh	T cruzi growth	C diff growth
C[C@@H]1CN([C@H](C)CO)C(=O)c2c(c3ccccc3n2C)-c2ccccc2CO[C@H]1CN(C)Cc1ccc(O)cc1	-44	0.4	/	-7
CCCNC(=O)N1CC(=O)N2[C@H](CO)[C@H](c3ccc(C#CCC4CCCC4)cc3)[C@H]2C1	2	1.0	/	-2
CCCNC(=O)Nc1ccc2c(c1)OC[C@H](C)N(C(C)=O)C[C@H](C)[C@@H](OC)CN(C)C2=O	-1	1.0	/	-6
Cc1noc(C)c1S(=O)(=O)N(C)C[C@@H]1Oc2c(NC(=O)c3ccc(-c4nccs4)cc3)cccc2C(=O)N([C@@H](C)CO)C[C@H]1C	-30	-1.2	-139	/
C[C@H]1CN([C@@H](C)CO)C(=O)c2c(c3ccccc3n2C)-c2ccccc2CO[C@H]1CN(C)C(=O)c1ccc(F)cc1	-69	6.7	52	/

Compounds as they come; overall some 7.3% were active at least once.
